Assay outcomes from PubChem BioAssay.
SRC1 TRFRET art – flags TR-FRET format artefacts in PPARgamma SRC-1 recruitment agonist screen. TR-FRET detection artefact counter-screen, emission ratio; active compounds read high. TR-FRET ratio at 8 µM. 0.34% of 99,000 active. AID 1051; in the data active = TR-FRET ratio above about 2300; also: inactives centre near 1800; reference of the scale not given here
SRC3 TRFRET art – counter-screen for PPARgamma SRC-3 recruitment agonists: TR-FRET artefact; PPARgamma/SRC-3 format; active compounds read high; TR-FRET ratio at 8 µM; 0.39% of 99,000 active; AID 1048; in the data active = TR-FRET ratio above about 2000; also: inactives centre near 1600; reference of the scale not given here
Starred values were filed as active, the others as inactive. An excerpt, so the mix of outcomes need not match the whole.

> COC(=O)c1cn(NC(=O)/C=C/c2cccc(OC)c2OC)c(=O)c2ccccc12
  SRC1 TRFRET art: 1889
  SRC3 TRFRET art: 1535

> Cc1cccc(C)c1N(CC(=O)N/N=C/c1cc(Br)c(C)o1)S(C)(=O)=O
  SRC1 TRFRET art: 1877
  SRC3 TRFRET art: 1669

> O=C(Nc1ccc2ccccc2c1)/C(=C\c1ccc2c(c1)OCO2)NC(=O)c1ccco1
  SRC1 TRFRET art: 1681
  SRC3 TRFRET art: 1557

> COc1ccc(CCNC(=O)COC(=O)Cc2ccc(OC)cc2)cc1
  SRC1 TRFRET art: 1816
  SRC3 TRFRET art: 1676

> COc1ccc(C(=O)Nc2cc(OC)c(Cl)cc2Cl)cc1
  SRC1 TRFRET art: 1532
  SRC3 TRFRET art: 1584

> CC(=O)Nc1ccc(-n2c(C)ccc2C)cc1
  SRC1 TRFRET art: 1626
  SRC3 TRFRET art: 1495

> O=C(CC1C(=O)NCCN1Cc1c(F)cccc1Cl)NCCC1=CCCCC1 (stereo not drawn)
  SRC1 TRFRET art: 1823
  SRC3 TRFRET art: 1580

> O=C(CSc1ccc(Cl)cc1)NC1CCCc2ccccc21 (stereo not drawn)
  SRC1 TRFRET art: 2070
  SRC3 TRFRET art: 1429

> C[C@@H]1C=C[C@](Cc2ccccc2)(C(=O)NCCc2c[nH]c3ccccc23)N1C(=O)c1ccccc1
  SRC1 TRFRET art: 1705
  SRC3 TRFRET art: 1602

> Cc1ccc(-c2cc(C(=O)NCCCn3ccnc3)c3ccccc3n2)s1
  SRC1 TRFRET art: 1651
  SRC3 TRFRET art: 1513

> O=C1CC(C(=O)Nc2ccc(F)cc2)n2cnnc2N1 (stereo not drawn)
  SRC1 TRFRET art: 1783
  SRC3 TRFRET art: 1584

> CCOc1ccc2nc(NC(=O)c3c([N+](=O)[O-])cnn3CC)sc2c1
  SRC1 TRFRET art: 1615
  SRC3 TRFRET art: 1441

> CC1(C)CC(=O)C2=C(C1)N(c1ccc(F)cc1)C(=O)C2(NC(=O)c1ccccc1)C(F)(F)F (stereo not drawn)
  SRC1 TRFRET art: 1935
  SRC3 TRFRET art: 1649

> COc1ccccc1N(O)C1CC(=O)N(c2ccc(Br)cc2)C1=O (stereo not drawn)
  SRC1 TRFRET art: 1703
  SRC3 TRFRET art: 1581

> CCCCc1ccc(NS(=O)(=O)N(C)C)cc1
  SRC1 TRFRET art: 1820
  SRC3 TRFRET art: 1471

> COc1ccc(C2(C(=O)Nc3ccc(C)c(C)c3)CCOCC2)cc1
  SRC1 TRFRET art: 1722
  SRC3 TRFRET art: 1624

> Cc1sc(N(C(=O)CCc2ccccc2)c2ccc(C(=O)O)cc2)nc1-c1ccccc1
  SRC1 TRFRET art: 1829
  SRC3 TRFRET art: 1656

> Cc1cc(C)cc(NC(=O)COC(=O)c2cc(=O)[nH]c(=O)[nH]2)c1
  SRC1 TRFRET art: 1646
  SRC3 TRFRET art: 1628

> COc1ccc(NC(=O)Cn2nnc(C(=O)NCc3ccc4c(c3)OCO4)c2N)cc1
  SRC1 TRFRET art: 1724
  SRC3 TRFRET art: 1598

> Cc1cccc(N/C(N)=N/c2nc(C)c(Cc3ccccc3)c(=O)[nH]2)c1
  SRC1 TRFRET art: 2057
  SRC3 TRFRET art: 1658

> COc1ccc(OC)c(C2/C(=C(/O)c3ccccc3)C(=O)C(=O)N2Cc2ccco2)c1 (stereo not drawn)
  SRC1 TRFRET art: 2050
  SRC3 TRFRET art: 1545

> CC(C)C(=O)Nc1ncc(Cc2ccccc2Cl)s1
  SRC1 TRFRET art: 1798
  SRC3 TRFRET art: 1818

> COc1ccc(/C=C/c2c([N+](=O)[O-])c(=O)n(C)c(=O)n2C)c(OC)c1
  SRC1 TRFRET art: 1607
  SRC3 TRFRET art: 1478

> O=S(=O)(NC1CCCCC1Oc1ccccc1)c1ccccc1 (stereo not drawn)
  SRC1 TRFRET art: 1796
  SRC3 TRFRET art: 1484

> COc1ccc(Cl)cc1-n1c(C)ccc1C
  SRC1 TRFRET art: 1578
  SRC3 TRFRET art: 1649

> CC(C)(O)C#Cc1ccc(C(=O)N2CCN(c3ccccc3)CC2)cc1
  SRC1 TRFRET art: 1698
  SRC3 TRFRET art: 1556

> COc1ccc(Cc2nc3ccccc3n2CC(=O)N/N=C/c2ccc(C)cc2O)cc1OC
  SRC1 TRFRET art: 1747
  SRC3 TRFRET art: 1310

> O=C(N/N=C/c1c(O)n(-c2ccc(Cl)cn2)c(=O)c2ccccc12)C1CC1
  SRC1 TRFRET art: 1816
  SRC3 TRFRET art: 1727

> O=C(NCCc1ccccc1)c1c(F)cccc1F
  SRC1 TRFRET art: 1776
  SRC3 TRFRET art: 1672

> CC(C)CCOC(=O)C[N+](C)(C)CCOC1CC2CCC1(C)C2(C)C (stereo not drawn)
  SRC1 TRFRET art: 1756
  SRC3 TRFRET art: 1634

Part of the list above in order of heavy-atom count, low to high.
> COc1ccc(Cl)cc1-n1c(C)ccc1C
  SRC1 TRFRET art: 1578
  SRC3 TRFRET art: 1649

> CCCCc1ccc(NS(=O)(=O)N(C)C)cc1
  SRC1 TRFRET art: 1820
  SRC3 TRFRET art: 1471

> O=C(NCCc1ccccc1)c1c(F)cccc1F
  SRC1 TRFRET art: 1776
  SRC3 TRFRET art: 1672

> O=C1CC(C(=O)Nc2ccc(F)cc2)n2cnnc2N1 (stereo not drawn)
  SRC1 TRFRET art: 1783
  SRC3 TRFRET art: 1584

> O=S(=O)(NC1CCCCC1Oc1ccccc1)c1ccccc1 (stereo not drawn)
  SRC1 TRFRET art: 1796
  SRC3 TRFRET art: 1484

> COc1ccccc1N(O)C1CC(=O)N(c2ccc(Br)cc2)C1=O (stereo not drawn)
  SRC1 TRFRET art: 1703
  SRC3 TRFRET art: 1581

> CCOc1ccc2nc(NC(=O)c3c([N+](=O)[O-])cnn3CC)sc2c1
  SRC1 TRFRET art: 1615
  SRC3 TRFRET art: 1441

> CC(C)(O)C#Cc1ccc(C(=O)N2CCN(c3ccccc3)CC2)cc1
  SRC1 TRFRET art: 1698
  SRC3 TRFRET art: 1556

> O=C(N/N=C/c1c(O)n(-c2ccc(Cl)cn2)c(=O)c2ccccc12)C1CC1
  SRC1 TRFRET art: 1816
  SRC3 TRFRET art: 1727

> COc1ccc(OC)c(C2/C(=C(/O)c3ccccc3)C(=O)C(=O)N2Cc2ccco2)c1 (stereo not drawn)
  SRC1 TRFRET art: 2050
  SRC3 TRFRET art: 1545

> Cc1sc(N(C(=O)CCc2ccccc2)c2ccc(C(=O)O)cc2)nc1-c1ccccc1
  SRC1 TRFRET art: 1829
  SRC3 TRFRET art: 1656

> CC1(C)CC(=O)C2=C(C1)N(c1ccc(F)cc1)C(=O)C2(NC(=O)c1ccccc1)C(F)(F)F (stereo not drawn)
  SRC1 TRFRET art: 1935
  SRC3 TRFRET art: 1649

> COc1ccc(Cc2nc3ccccc3n2CC(=O)N/N=C/c2ccc(C)cc2O)cc1OC
  SRC1 TRFRET art: 1747
  SRC3 TRFRET art: 1310

> C[C@@H]1C=C[C@](Cc2ccccc2)(C(=O)NCCc2c[nH]c3ccccc23)N1C(=O)c1ccccc1
  SRC1 TRFRET art: 1705
  SRC3 TRFRET art: 1602

The listing continues.
> CCCOc1ccc(/C=C/C(=O)O)cc1OC
  SRC1 TRFRET art: 1638
  SRC3 TRFRET art: 1322

> COc1ccc(/C=C/C(=O)Nc2nc(C)c(C(=O)N(C)C)s2)cc1
  SRC1 TRFRET art: 1902
  SRC3 TRFRET art: 1755

> Cc1ccc(NC(=O)COC(=O)C2=COCCO2)c([N+](=O)[O-])c1
  SRC1 TRFRET art: 2122
  SRC3 TRFRET art: 1499

> CC(NC(=O)COc1ccc(N(C)S(=O)(=O)c2ccccc2)cc1)c1ccccc1 (stereo not drawn)
  SRC1 TRFRET art: 1843
  SRC3 TRFRET art: 1709

> COc1ccc(N2CCN(CC(=O)NC(=O)NC(C)(C)C)CC2)cc1
  SRC1 TRFRET art: 1972
  SRC3 TRFRET art: 1734

> Cc1csc(NC(=O)c2ccc(-c3ccc(Cl)cc3Cl)o2)n1
  SRC1 TRFRET art: 1822
  SRC3 TRFRET art: 1693

> OCCC1CN(Cc2cccn2-c2ncccn2)CCN1CCc1ccccc1 (stereo not drawn)
  SRC1 TRFRET art: 1763
  SRC3 TRFRET art: 1613

> COCCn1nnnc1C(c1ccc(O)c(OC)c1)N1CCc2ccccc2C1 (stereo not drawn)
  SRC1 TRFRET art: 1905
  SRC3 TRFRET art: 1650

> COC(=O)COc1ccc(C2Nc3c(Cl)ccc(C(=O)O)c3C3C=CCC32)cc1 (stereo not drawn)
  SRC1 TRFRET art: 2079
  SRC3 TRFRET art: 1780

> O=C(NC(=S)NCCN1CCOCC1)c1ccccc1Br
  SRC1 TRFRET art: 1768
  SRC3 TRFRET art: 1530

> S=C(NCCc1ccncc1)Nc1ccccc1
  SRC1 TRFRET art: 1682
  SRC3 TRFRET art: 1573

> O=C(CCC(=O)NNC(=O)c1ccc([N+](=O)[O-])cc1)NCc1ccccc1
  SRC1 TRFRET art: 1688
  SRC3 TRFRET art: 1625

> CN(C)S(=O)(=O)c1ccc(NC(=O)CCNC(=O)c2ccc([N+](=O)[O-])cc2)cc1
  SRC1 TRFRET art: 1441
  SRC3 TRFRET art: 1389

> COc1ccc(C(=O)COC(=O)CNC(=O)c2cc(OC)cc(OC)c2)cc1
  SRC1 TRFRET art: 1957
  SRC3 TRFRET art: 1587

> COc1cc(NS(=O)(=O)c2ccc(NC(=O)c3ccc(S(=O)(=O)N4CCCC4)cc3)cc2)ncn1
  SRC1 TRFRET art: 2207
  SRC3 TRFRET art: 1519

> CCCCN(CCCC)CC(O)CN(c1cc([N+](=O)[O-])ccc1OC)S(=O)(=O)c1ccccc1 (stereo not drawn)
  SRC1 TRFRET art: 1763
  SRC3 TRFRET art: 1527

> COc1ccc(NC(=S)NC(=O)CC(C)C)c(OC)c1
  SRC1 TRFRET art: 1983
  SRC3 TRFRET art: 1644

> O=c1ccc2cc3c4c(c2o1)CCCN4CCC3
  SRC1 TRFRET art: 1507
  SRC3 TRFRET art: 1666

> O=C(NC(c1ccccc1)c1ccccc1)c1ccc(=O)[nH]n1
  SRC1 TRFRET art: 1643
  SRC3 TRFRET art: 1517

> Cc1ccccc1CN(c1ccc(C(=O)NCc2cccnc2)cc1)S(C)(=O)=O
  SRC1 TRFRET art: 1927
  SRC3 TRFRET art: 1459

> O=C(OCCN=C1NS(=O)(=O)c2ccccc21)c1ccco1
  SRC1 TRFRET art: 2092
  SRC3 TRFRET art: 1693

> CC(=O)C1=C(C)N(CC2CC2)C(=O)N[C@H]1c1ccccc1
  SRC1 TRFRET art: 1814
  SRC3 TRFRET art: 1698

> CC1CCN(S(=O)(=O)c2ccc(NC(=O)CSc3ncccc3C(=O)O)cc2)CC1
  SRC1 TRFRET art: 1817
  SRC3 TRFRET art: 1382

> O=C(NCC(c1ccco1)N1CCOCC1)c1ccc([N+](=O)[O-])cc1 (stereo not drawn)
  SRC1 TRFRET art: 1618
  SRC3 TRFRET art: 1318

> NC(=O)c1nsc(C(=O)N(c2ccccc2)C(C(=O)NCC2CCCO2)c2cccs2)c1N (stereo not drawn)
  SRC1 TRFRET art: 1828
  SRC3 TRFRET art: 1657

> CCN(CC)S(=O)(=O)c1ccc(OC)c(NC(=O)Cn2cnc3c2c(=O)n(C)c(=O)n3C)c1
  SRC1 TRFRET art: 1687
  SRC3 TRFRET art: 1505

> O=C(NCC(c1ccco1)N1CCCCC1)c1ccc2c(c1)S(=O)(=O)c1ccccc1C2=O (stereo not drawn)
  SRC1 TRFRET art: 1653
  SRC3 TRFRET art: 1543

> CCCSc1ccc(C(=O)Nc2ccc(Cl)cc2)cn1
  SRC1 TRFRET art: 1754
  SRC3 TRFRET art: 1596

> Cc1ccc(C(=O)NCCN2C3=NC[C@H](C)N3C[C@H]2Cc2ccc(O)cc2)cc1Br
  SRC1 TRFRET art: 1706
  SRC3 TRFRET art: 1518

> Cc1ccc(C(=O)NCc2cccnc2)cc1S(=O)(=O)Nc1ccccc1
  SRC1 TRFRET art: 1927
  SRC3 TRFRET art: 1565

> CCOC(=O)N1CCN(C(=O)COC(=O)c2ccc(O)cc2O)CC1
  SRC1 TRFRET art: 1984
  SRC3 TRFRET art: 1607

> O=C(Nc1nc2ccccc2[nH]1)c1ccccc1[N+](=O)[O-]
  SRC1 TRFRET art: 1705
  SRC3 TRFRET art: 1649

> N#CCCN1CCN(S(=O)(=O)c2ccc(S(=O)(=O)N3CCOCC3)cc2)CC1
  SRC1 TRFRET art: 1464
  SRC3 TRFRET art: 1528

> COC(=O)[C@@H]1CCCN1Cc1nc(Cc2ccccc2F)no1
  SRC1 TRFRET art: 1462
  SRC3 TRFRET art: 1372

> COc1ccc(CN(CC2CCCO2)S(=O)(=O)c2ccc(-n3cnnn3)c(OC)c2)cc1 (stereo not drawn)
  SRC1 TRFRET art: 1718
  SRC3 TRFRET art: 1789

> CCN(CC)C(=O)C(=O)c1cn(CC(=O)NCc2ccc3c(c2)OCO3)c2ccccc12
  SRC1 TRFRET art: 1804
  SRC3 TRFRET art: 1506

One compound at a time (already shown). Order of screens: SRC1 TRFRET art, SRC3 TRFRET art
CCOC(=O)N1CCN(C(=O)COC(=O)c2ccc(O)cc2O)CC1 reads 1984, 1607
N#CCCN1CCN(S(=O)(=O)c2ccc(S(=O)(=O)N3CCOCC3)cc2)CC1 reads 1464, 1528
